Source: PubChem (several laboratories)
RmlCD inh 1536 = M. tuberculosis RmlC/RmlD inhibition. P9WH09+P9WH11. RmlC+RmlD coupled enzyme assay, percent inhibition; primary screen in compound mixtures. inhibition, % at 3.6 µM. hit rate 0.03% among 160,000; in the data active = inhibition mostly above about 34%, no sharp cut-off; inconclusive = no clear call, values can overlap the other calls; inactive = mostly below about 22%; also: some results filed as inactive read as strong as hits
Target sequence (P9WH09 whole entry, looked up): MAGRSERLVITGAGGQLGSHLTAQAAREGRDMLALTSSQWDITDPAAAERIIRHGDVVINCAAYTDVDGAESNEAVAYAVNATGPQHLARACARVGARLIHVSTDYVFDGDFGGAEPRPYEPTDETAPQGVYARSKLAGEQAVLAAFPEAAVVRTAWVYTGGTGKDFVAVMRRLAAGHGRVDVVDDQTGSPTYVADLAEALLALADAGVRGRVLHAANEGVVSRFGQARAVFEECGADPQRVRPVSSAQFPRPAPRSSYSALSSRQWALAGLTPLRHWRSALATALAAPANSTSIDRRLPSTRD
Target sequence (P9WH11 whole entry, looked up): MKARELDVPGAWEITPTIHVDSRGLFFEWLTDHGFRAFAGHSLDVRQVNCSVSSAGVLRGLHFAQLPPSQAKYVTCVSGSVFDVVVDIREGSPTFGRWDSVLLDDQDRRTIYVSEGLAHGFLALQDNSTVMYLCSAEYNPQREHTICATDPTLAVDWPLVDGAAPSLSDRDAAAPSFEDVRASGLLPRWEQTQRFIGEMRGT
GlmU inhibition = inhibition of mycobacterial GlmU enzyme – biochemical, glucosamine-1-phosphate acetyltransferase (AID 1376). M. tuberculosis GlmU acetyltransferase enzyme assay; higher % means a stronger effect. hit rate 0.25% among 220,000. inhibition, %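 (tested at 30 µM in the primary screen)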; hits with a dose series show IC50 in µM; in the data active = inhibition above about 13%; inconclusive = no clear call, values can overlap the other calls;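 also: 0% = complete reaction with vehicle and 100% = reaction without substrate; strong numbers were not always called active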
* = called active by the depositor; ? = inconclusive; . = not tested or not shown. An excerpt; the hit share may differ from the screen's.

SMILES	RmlCD inh 1536	GlmU inhibition
COc1ccccc1NC(=S)NC(C)C(c1cccs1)N1CCOCC1 (centres undefined)	3	1.9%
O=C(Nc1ccccc1)Nc1nnc(COc2ccccc2F)s1	-16	-1.4%
CN(C)c1ccnc2sc(C(=O)NCc3ccccc3)c(N)c12	10	1.1%
O=C(CSc1nnc(SCc2ccc(Cl)cc2)s1)N/N=C/c1ccc(C(=O)O)cc1	-2	-3.6%
COc1ccc(C(CNC(=O)COc2ccc(-c3ccccc3)cc2)N2CCOCC2)cc1 (centres undefined)	17	.
c1ccc(-c2cc(-c3nn4c(-c5ccco5)nnc4s3)c3ccccc3n2)cc1	12	2.2%
CSc1cccc(NC(=O)CN(c2ccccc2)S(=O)(=O)N(C)C)c1	.	-2.8%
CN1CCN(C(=S)NC(=O)c2ccc(S(=O)(=O)N3CCOCC3)cc2)CC1	-8	-6.0%
CSc1ccccc1NC(=O)CSc1n[nH]c(C)c1[N+](=O)[O-]	-13	-3.1%
CCOc1ccccc1CNS(=O)(=O)c1ccc2[nH]c(=O)sc2c1	.	-3.1%
CCc1ccc(NC(=O)c2cnc(N3CCN(c4ccccn4)CC3)c3ccccc23)cc1	4	1.2%
Cc1ccccc1-n1c(SCc2csc(Nc3ccccc3)n2)nnc1-c1cccnc1	2	-1.3%
O=C1OC(C(=O)NCc2ccccc2)Cc2ccccc21 (centres undefined)	.	4.1%
CCOc1ccc(-n2c(Cc3ccccc3)nnc2SCc2c(C)noc2C)cc1	46	-2.1%
O=C(Nc1ccccc1F)N(CCCN1CCOCC1)Cc1cc2cc3c(cc2[nH]c1=O)OCCO3	2	3.5%
CSc1nc2ccccc2cc1/C=C(\C#N)c1ccc(Cl)cc1Cl	.	0.3%
CCOC(=O)N1CCC(NC(=O)Cn2ncc3ccccc32)CC1	.	4.4%
CNC(=O)CSc1nnc(-c2ccccn2)n1Cc1ccco1	-2	-0.4%
COc1ccccc1NC(=O)/C=C/C(N)=O	.	-4.5%
Cc1ccc2c(c1)nnn2C1CCN(C(=O)NC23CC4CC(CC(C4)C2)C3)CC1	8	-4.3%
CCN(CC)CCCNC(=O)CCc1ccccc1	34	-2.1%
O=C(CCNS(=O)(=O)c1ccc(Cl)cc1)OCC(=O)c1ccc[nH]1	35	11%
COC(=O)c1[nH]c2cccc(Cl)c2c1NC(=O)CN1CCCCC1C (centres undefined)	0	-3.7%
Cc1ccc(NC(=S)N(CCCN2CCC(C)CC2)Cc2ccco2)cc1	11	0.2%
COC(=O)CSc1nnc(CNC(=O)Cc2ccccc2)n1C	-41	-0.2%
Remaining list, next part
SMILES	RmlCD inh 1536	GlmU inhibition
Cc1ccc(S(=O)(=O)N2CCCCC2)cc1C(=O)Nc1ccc2cn[nH]c2c1	.	1.1%
O=C(Cn1nnc(-c2ccccc2)n1)NNC(=O)c1ccco1	-7	-2.8%
COc1ccccc1CCc1nnc(CCC(=O)NCCOc2cccnc2)o1	-1	-2.3%
Fc1ccc(-c2cc3nc4c(c(N5CCOCC5)n3n2)CCCC4)cc1	5	6.5%
COC(=O)CC1C(=O)NCCN1C(=O)OC(C)(C)C (centres undefined)	-8	-4.5%
O=C(C1CC1)N1CCN=C1SCc1ccccc1	7	-3.8%
Cn1c(=O)n(C)c2cc(/C=N/NC(=O)c3cccc(Br)c3)ccc21	.	0.5%
COC(=O)c1ccccc1NC(=O)CSc1n[nH]c(C)n1	-14	-0.6%
O=C(Nc1cccc(O)c1)c1cc(S(=O)(=O)N2CCCC2)ccc1Cl	8	2.4%
COC(=O)C1=C(C)OC(N)=C(C#N)C1c1ccsc1 (centres undefined)	-11	7.4%
COc1ccc(/C=C2\SC(N3CCc4ccccc4C3)=NC2=O)cc1	3	-3.1%
CC(=O)c1cc(CN2C(=O)CCC2=O)cs1	-1	2.6%
O=C(Cc1cccs1)NCc1cn2ccccc2n1	-6	6.1%
COc1cc(OC)cc(-n2nnnc2SCC(=O)N2CCCc3ccccc32)c1	8	-3.1%
O=c1c(-c2ccccc2)[n+]([O-])c2ccccc2n1O	4	.
O=C(Oc1coc(CSc2ncccn2)cc1=O)c1ccccc1[N+](=O)[O-]	-7	3.3%
COC(=O)CSc1nc(N)c2c3c(sc2n1)CCCC3	.	1.8%
CCN(CC)C(=O)Oc1ccc(Br)cc1C(=O)Nc1ccc(F)cc1F	-12	0.0%
OC(CN(c1ccccc1)c1ccccc1)Cn1cnc2ccccc21 (centres undefined)	-8	7.0%
Cc1cc(=O)n2[nH]cnc2n1	9	-1.9%
CCC(C(=O)O)N1C(=O)/C(=C/c2cccn2C)SC1=S (centres undefined)	2	4.3%
Cc1cccc(C)c1NC(=S)NC(=O)CCc1ccccc1	.	2.7%
O=C(/C=C/c1ccccc1[N+](=O)[O-])Nc1cccnc1	-1	-0.1%
O=C1Nc2ccccc2OC1CC(=O)N1CCN(c2cccc(C(F)(F)F)c2)CC1 (centres undefined)	-13	-3.8%
CCC(CC)C(=O)N=C1SC2CS(=O)(=O)CC2N1CCc1ccc(OC)cc1 (centres undefined)	5	2.7%
Going on with the list.
SMILES	RmlCD inh 1536	GlmU inhibition
c1ccc(-c2cc(-c3nnco3)c3ccccc3n2)nc1	-10	-5.5%
O=S(=O)(c1ccc(F)cc1)N1CCN(c2ncnc3c2cnn3-c2ccccc2)CC1	31	-6.5%
CCOC(=O)C1(C(F)(F)F)N=C(c2cccnc2)OC(N2CCOCC2)=N1 (centres undefined)	-8	-3.6%
CCOc1ccc(C2=C(C=C(C#N)C#N)C(c3ccccc3)c3ccccc3O2)cc1 (centres undefined)	.	1.7%
COCCCN(C(=O)Nc1cccc(Cl)c1)C(C)c1ccccn1 (centres undefined)	.	0.6%
O=C(/C=C/c1ccc(Cl)cc1Cl)NCc1ccco1	-7	-4.4%
COc1ccc(C)cc1NC(=O)CSc1nnc(COc2ccc(C)cc2)n1Cc1ccco1	.	-0.5%
CCCCC1=CC2=C(c3ccco3)C(=O)C(C)(OC(=O)c3ccc(OC)cc3)C(=O)C2=CN1Cc1ccccc1 (centres undefined)	.	-1.8%
O=C(COC(=O)c1cc([N+](=O)[O-])ccc1NCc1ccccc1)NC1CCCCC1	-12	-4.1%
CC1=C(C)C(=O)OC(C(C)C2CCC3C4CC=C5CC(OC6OC(COC7OC(CO)C(O)C(O)C7O)C(O)C(O)C6O)CC(O)C5(C)C4CCC23C)C1 (centres undefined)	-8	1.6%
CC(C(=O)NCC1CCCCC1)N(C)Cc1ccc(Cl)cc1 (centres undefined)	5	2.6%
COc1ccccc1NC(=O)CN(c1ccc(C23CC4CC(CC(C4)C2)C3)cc1)S(C)(=O)=O	.	-2.0%
CCOC(=O)C1=NN(c2ccc([N+](=O)[O-])cc2)CC1C(=O)OC (centres undefined)	5	3.8%
CC(C)(C)OC(=O)N/N=C/c1c[nH]c2ccccc12	.	2.2%
Cc1c(N=c2scc(-c3ccccc3)n2CCO)c(=O)n(-c2ccccc2)n1C	7	-2.1%
C/C=C\C=C\C(=O)Nc1cccc(C2=NOC3(C2)C[C@H](C(N)=O)N(C(=O)c2ccccc2C(=O)c2ccccc2)C3)c1 (some centres undefined)	10	-2.0%
CN(c1ccc(C(=O)NCc2cccs2)cc1)S(=O)(=O)c1ccccc1	.	-5.3%
COc1cc(NC(=O)C(F)(F)F)cc(OC)c1	3	-3.6%
Cc1ccc(SCCC(=O)Nc2ccc(OCc3ccccc3)cc2)cc1	.	-2.4%
O=C1/C(=C/c2ccccc2[N+](=O)[O-])COc2ccccc21	.	6.7%
COc1nc(C)nc(NC(=O)NS(=O)(=O)c2ccccc2Cl)n1	.	4.3%
Cc1ccccc1OCC(O)Cn1c(Br)nc2c1c(=O)n(C)c(=O)n2C (centres undefined)	-7	-4.0%
Cc1cc(=O)n(CCC(=O)O)c2ccccc12	53	3.1%
O=C(Nc1ccc(-c2nnc(-c3ccccc3)o2)cc1)C1CCCO1 (centres undefined)	.	1.4%
O=c1c2ccccc2nc(CNCC2CCCO2)n1-c1ccc(F)cc1 (centres undefined)	-9	7.7%
Later entries
SMILES	RmlCD inh 1536	GlmU inhibition
O=C(N/N=C/c1ccncc1)c1ccc(COc2cccc3cccnc23)cc1	.	-3.4%
COC(=O)CSc1nnnn1-c1cccc2ccccc12	11	0.7%
O=C(CSc1ccc(-c2ccccn2)nn1)c1ccc([N+](=O)[O-])cc1	6	4.4%
CCCC(=O)Nc1ccccc1NC(=O)c1ccc(OC)cc1	?	-2.8%
O=C(c1ccc(F)cc1)N1CCN(C2CCC(c3ccccc3)CC2)CC1 (centres undefined)	-13	-6.3%
Nc1nc(-c2ccco2)nn1S(=O)(=O)c1ccccc1	4	8.0%
COc1ccc(-c2nsc3c(N4CCCCC4C)ncnc23)cc1 (centres undefined)	4	-0.7%
O=C(CCc1cnccn1)NC1CCCc2c1cnn2-c1ccc(F)cc1F (centres undefined)	-8	-7.8%
COc1ccc(CCNC(=O)C(Sc2ccccn2)c2ccccc2)cc1OC (centres undefined)	8	-3.6%
CCOc1ccc(C(=O)Nc2ccncc2)cc1	-3	1.4%
N#C/C(=C\c1cccc([N+](=O)[O-])c1)C(=O)Nc1cccnc1	1	-9.7%
CCOc1cc(CNc2ccc(N3CCCC3)cc2)cc(Cl)c1OC	.	0.8%
Cc1cccc(OCc2nc(C#N)c(N3CCCC3)o2)c1	1	0.5%
COc1ccc(/C=N/NC(=O)c2ccc(Br)o2)cc1Cn1cc([N+](=O)[O-])cn1	.	6.3%
CC(=O)CCc1oc2ccc(C)cc2c1-c1ccccc1	0	-1.0%
O=C(NCCN1CCOCC1)C(=O)NCC1OCCN1C(=O)c1ccc(Cl)cc1 (centres undefined)	.	3.0%
O=C(CCNC(=O)c1ccccc1)N=Nc1c(O)[nH]c2ccccc12	-9	-2.2%
O=C(CCC(=O)N/N=C/c1ccc(Br)s1)NCc1ccccc1	-6	-8.4%
O=c1[nH]c(=O)n([C@H]2C[C@H](O)[C@@H](CO)O2)cc1F	.	5.2%
CC(C)CC(C(=O)NCC1CCCO1)N(C(=O)Cn1nnc(-c2ccc(F)cc2)n1)c1ccccc1F (centres undefined)	-1	-5.0%
COc1cc(C(=O)NCc2ccc(-c3nc4ccccc4o3)cc2)cc(OC)c1OC	-7	2.2%
Cn1cccc1C1(C(F)(F)F)NCCNC1=O (centres undefined)	.	0.0%
Cc1ccc(NC(=O)/C(=C/c2cccc(Br)c2)NC(=O)c2ccco2)cc1	9	0.8%
CC(=O)c1cccc(NC(=O)N2CCCC2C(=O)NCc2ccc(F)cc2)c1 (centres undefined)	.	3.9%
CCOC(=O)C1CCCN(C(=O)c2ccc(C)cc2O)C1 (centres undefined)	.	1.7%

Full records from above.
O=C(/C=C/c1ccccc1[N+](=O)[O-])Nc1cccnc1 reads RmlCD inh 1536: -1; GlmU inhibition: -0.1%
CCOc1ccc(C2=C(C=C(C#N)C#N)C(c3ccccc3)c3ccccc3O2)cc1 (centres undefined) reads RmlCD inh 1536: .; GlmU inhibition: 1.7%

Other structures:
SMILES	RmlCD inh 1536	GlmU inhibition
CC(C)OCCCNC(=O)c1cccs1	-7	8.2%
COc1cc(C(=O)Nc2ccc(S(=O)(=O)N3CCc4ccccc43)cc2)cc(OC)c1OC	.	10%
Cc1n[nH]c(=S)c2nn(-c3cccc(Cl)c3)c(C)c12	7	.
Oc1ccc(C[C@@H]2CNC(=S)N2CCCCC2CCCCC2)cc1	.	2.5%
COc1ccc(-c2cc(=NCCC(=O)O)c3cc(C)ccc3o2)cc1	32*	-3.1%
COC(=O)CCC(=O)OC1(C)C(=O)C=C2C=C(C3CC3)N(C3CCCC3)C=C2C1=O (centres undefined)	.	-0.9%
COc1ccc(C(=O)/C=C/Nc2ccc([N+](=O)[O-])cc2C)cc1OC	15	6.1%
O=C1CCCN2N=C(SCC(=O)Nc3nccs3)SC2=N1	-7	4.4%
CC(=O)c1sc2nsc(SCCN3CCOCC3)c2c1N	10	.
CC(C)n1ncc(C(N)=O)c1N	2	-2.2%
CCN(CCN(C)C)C(=O)c1ccc2c(c1NCCO)C(=O)c1ccccc1C2=O	-13	1.5%
CC(Sc1ncnc2ccccc12)C(=O)Nc1ccc2c(c1)OCO2 (centres undefined)	5	1.3%
Cn1ccc(=Nc2ccc(NC(=O)c3ccc(N=c4ccn(C)c5ccc([N+](=O)[O-])cc45)cc3)cc2)cc1	.	1.9%

Structures listed so far containing an NH in an aromatic ring:
SMILES	RmlCD inh 1536	GlmU inhibition
CSc1ccccc1NC(=O)CSc1n[nH]c(C)c1[N+](=O)[O-]	-13	-3.1%
CCOc1ccccc1CNS(=O)(=O)c1ccc2[nH]c(=O)sc2c1	.	-3.1%
O=C(Nc1ccccc1F)N(CCCN1CCOCC1)Cc1cc2cc3c(cc2[nH]c1=O)OCCO3	2	3.5%
O=C(CCNS(=O)(=O)c1ccc(Cl)cc1)OCC(=O)c1ccc[nH]1	35	11%
COC(=O)c1[nH]c2cccc(Cl)c2c1NC(=O)CN1CCCCC1C (centres undefined)	0	-3.7%
Cc1ccc(S(=O)(=O)N2CCCCC2)cc1C(=O)Nc1ccc2cn[nH]c2c1	.	1.1%
COC(=O)c1ccccc1NC(=O)CSc1n[nH]c(C)n1	-14	-0.6%
Cc1cc(=O)n2[nH]cnc2n1	9	-1.9%
CC(C)(C)OC(=O)N/N=C/c1c[nH]c2ccccc12	.	2.2%
O=C(CCNC(=O)c1ccccc1)N=Nc1c(O)[nH]c2ccccc12	-9	-2.2%
O=c1[nH]c(=O)n([C@H]2C[C@H](O)[C@@H](CO)O2)cc1F	.	5.2%
Cc1n[nH]c(=S)c2nn(-c3cccc(Cl)c3)c(C)c12	7	.
